Screening results as filed in PubChem.
Vif-A3G inh – inhibitors of Vif-APOBEC3G interaction | Q9HC16 | HeLa A3G-eYFP + Vif (tagged APOBEC3G with the HIV-1 protein that degrades it), YFP fluorescence, overnight | Potency, µM (series often up to 46.1 µM), inactives show at the highest dose activity, negative = active, hits mostly inhibitors | 0.076% of 410,000 active | AID 602310;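 further: potency means the concentration at half of the fitted maximal effect; on the % scale 0 is the no-effect control and ±100 the full control effect; nearly all actives have a fitted effect of over 60% in size; hits raise eYFP signal because A3G escapes Vif-driven loss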
Target sequence (Q9HC16 whole entry, looked up): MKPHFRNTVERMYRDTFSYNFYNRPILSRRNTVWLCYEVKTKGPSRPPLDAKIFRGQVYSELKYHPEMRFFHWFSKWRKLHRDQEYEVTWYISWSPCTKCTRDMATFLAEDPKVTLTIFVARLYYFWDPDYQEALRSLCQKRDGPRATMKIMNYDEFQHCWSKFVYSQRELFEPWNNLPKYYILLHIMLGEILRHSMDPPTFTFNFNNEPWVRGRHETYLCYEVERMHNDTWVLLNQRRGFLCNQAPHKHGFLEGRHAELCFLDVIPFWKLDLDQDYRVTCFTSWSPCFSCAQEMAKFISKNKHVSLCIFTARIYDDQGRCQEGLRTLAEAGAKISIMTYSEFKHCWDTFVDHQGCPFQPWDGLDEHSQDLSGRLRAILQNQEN
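HeLa cells stably expressing Vif and C-terminally eYFP-tagged A3G, seeded overnight at 37 deg C, then exposed to compound by pintool overnight at 37 deg C. Rise in yellow fluorescence (Ex 488/Em 500-530, Acumen) marks blocked Vif-driven A3G degradation.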
LDHA block – blocks human lactate dehydrogenase A; 0.15% of 480,000 active; P00338; activity change, % (values are at about 110 or 230 µM); AID 1347041; purified LDHA, NADH/diaphorase-resazurin fluorescence; active compounds read low; in the data active means activity change below about -30%; inconclusive means mostly about -25% to -30%;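 further: plate controls were DMSO wells for no effect and wells without enzyme for full effect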
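LDH5 2 nM; NADH 0.06 mM, pyruvate 0.2 mM; 200 mM Tris pH 7.4, EDTA, Tween-20; 5 min RT. Detection: diaphorase 0.133 mg/mL + resazurin 37 µM, fluorescence ex540/em590 at 0 and 20 min; normalized to enzyme-free and DMSO wells.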
GRP78 ERSR act – induces the endoplasmic reticulum stress response in human glioma cells | Potency, µM, for the others: at the top dose activation, usual class: activators | 0.02% of 420,000 active | U87-MG GRP78 promoter luciferase reporter, 16 h; further: potency means the concentration at half of the fitted maximal effect; series mostly up to about 76 µM; % of control where 0% means no effect; nearly all actives have a fitted effect of over 35% in size
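ERSR induction read as luciferase luminescence (Bright-Glo, 10 min at room temperature) in stably transfected human U87-MG glioma cells exposed to compounds for 16 h, using GRP78 as sensor.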
Active calls of the source: *; ? = inconclusive; & = joins results of further samples. Unless noted, the call rests on the fitted dose curve; in most records, active means well fitted curve in the direction sought with a large enough effect; inconclusive means small, poorly fitted or top-dose-only effect, or another doubt; inactive means no such curve, though single readings can be large; an effect the other way counts as inactive or inconclusive.

SMILES	Vif-A3G inh	LDHA block	GRP78 ERSR act
COCCNC(=O)C1CCCN(C(=O)COc2ccc(Cl)cc2Cl)CC1 (centres undefined)	-1%	-6	-2%
CC1(C(=O)Nc2cccc3c2CCCC3)CCN1C(=O)CCC1CCCC1 (centres undefined)	-2%	2	-3%
CC(=O)NC(c1cccc(F)c1)c1nc(-c2cnn(C)c2)cs1 (centres undefined)	-6%	-10	-2%
Cc1cc(F)ccc1C(O)c1ncc(-c2cccc3ccccc23)[nH]1 (centres undefined)	-7%	-5	-2%
CC(=O)Nc1ccc(CN(C)c2c(C)nc3ccc(C(=O)N4CCN(c5ccccc5)CC4)cn23)cc1	-1%	-3	-3%
O=C(NCc1ccco1)c1ccc(-c2ccc3nccn3c2)cc1	-3%	-4	-6%
CC(C)(C)c1ccc(S(=O)(=O)NC(=O)C2(C)CCN2C(=O)C2CC2)cc1 (centres undefined)	0%	-8	1%
COc1ccc(C2CC=C(C(C)=O)CN2S(=O)(=O)c2ccc(Cl)cc2)cc1 (centres undefined)	0%&-7%	-4&-12	-2%&-2%
CC(C)CCNC(=O)[C@@H](Cc1ccccc1)NC(=O)CC[C@H]1O[C@@H](n2ccc(=O)[nH]c2=O)[C@H](O)[C@@H]1O	-1%	-9	4%
CCN(CC)C(=O)c1cccc(-c2csc(C(O)c3ccc(F)cc3)n2)c1 (centres undefined)	-4%	-6	-2%
CNC[C@H]1Oc2cc(Br)ccc2S(=O)(=O)N([C@@H](C)CO)C[C@H]1C	1%	-5	-5%
COc1ccc(S(=O)(=O)N(C)C[C@H]2OCc3cn(nn3)CCCC(=O)N([C@@H](C)CO)C[C@@H]2C)cc1	2%	-3	-2%
CN(C)CCNC(=O)c1cccc(-c2cnc3c(NC=O)cc(-c4cccc(F)c4)cn23)c1	?	-2	-7%
CC(C)(C)CC(=O)Nc1nc(C(N)Cc2ccc(C(F)(F)F)cc2)cs1 (centres undefined)	-5%	-5	-4%
CCOC(=O)C1=C(C)N=c2sc(=Cc3ccc(OCC(=O)O)cc3)c(=O)n2C1c1ccc(Cl)cc1 (centres undefined)	-13%	-5	2%
CC1(C(=O)NS(=O)(=O)c2ccccc2Cl)CCN1C(=O)CC1CCCC1 (centres undefined)	0%	2	-5%
O=C(/C=C/[C@H]1O[C@@H](n2ccc(=O)[nH]c2=O)[C@H](O)[C@@H]1O)N1CCN(CCc2ccccc2)CC1	1%	-9	1%
CCCNC(=O)C1(C)CCCN(C(=O)c2cc3ccccc3s2)C1 (centres undefined)	-3%	-10	-2%
CCOc1ccc(Cl)cc1-c1cc(C(=O)NC(C)C)[nH]n1	-5%	-3	2%
Cc1ccc(F)c(S(=O)(=O)NC(=O)C2(C)CCN2C(=O)C2(c3ccc(Cl)cc3)CCC2)c1 (centres undefined)	-14%	-5	12%
CC(O)(c1cccnc1)c1nc(-c2cc(F)cc(F)c2)cs1 (centres undefined)	4%	0	-3%
COc1ccc(-c2csc(C(O)c3ccc(F)c(OC)c3)n2)cn1 (centres undefined)	0%	-6	2%
O=C(NCc1ccc(F)cc1)c1cc(C2CCCN(C(=O)CCCc3ccccc3)C2)on1 (centres undefined)	2%	-5	0%
Oc1ccc(C[C@H]2CN([C@@H](Cc3ccc(O)cc3)CN3CCC[C@@H]3CN3C(=S)NC[C@@H]3Cc3ccccc3)C(=S)N2CCc2ccccc2)cc1	-8%	-7	2%
CN(C)c1ccc(CC(=O)N2CCCC(c3cc(C(=O)Nc4ccc(C(C)(C)C)cc4)no3)C2)cc1 (centres undefined)	-4%	-3	-5%
CC(C)NC(=O)C1(C)CCCN1C(=O)c1cc(C#N)cs1 (centres undefined)	2%	-7	-2%
CC(O)(c1cccnc1)c1nc(-c2ccc(F)c(Cl)c2)cs1 (centres undefined)	-5%	-5	-2%
O=C(NC(c1ccccc1)c1cnccn1)C1CCN(CCOc2ccc(Cl)cc2Cl)CC1 (centres undefined)	-16%	-3	-4%
COc1ccccc1CNc1nc(Oc2cccc(F)c2)c2sccc2n1	-3%	-3	-3%
Cc1cc(NC(=O)CS(=O)(=O)c2cn(Cc3cccc(C(F)(F)F)c3)c3ccccc23)no1	0%	-4	-4%
CCc1nc2c(OCc3ccccc3)cccn2c1N(C)C(=O)c1ccco1	-7%	-1	-1%
CS(=O)(=O)Nc1ccccc1-c1ccc2nccn2c1	-1%	2	-5%
CCCCC(=O)N(C)c1c(CC)nc2c(OCCC3CCCCC3)cccn12	-3%	-3	9%
COc1cc(F)ccc1-c1cc(C(=O)Nc2ccc(C)c(NS(C)(=O)=O)c2)[nH]n1	-9%	-7	-7%
CCNC(=O)Nc1ccc2c(c1)c(=O)n(C)n2Cc1ccc(Cl)cc1	-2%	4	1%
COc1ccc(-c2nc3cc(C)c(Br)c(C)n3c2CC(C)(C)C)cc1OC	1%	-3	-4%
C(=C\c1ccccc1)/CN1CCN(C(c2ccnc3ccccc23)c2nnnn2C2CCCCC2)CC1 (centres undefined)	-4%	-4	-2%
COc1cc2oc(=O)cc(CN3CCN(c4ccccc4F)CC3)c2cc1Cl	-1%	-6	-3%
COc1cc(F)ccc1-c1cc(C(=O)NCc2ccc(C(F)(F)F)cc2)[nH]n1	-1%	-2	11%
CC(=O)c1cccc2c1OC(C)C(=O)N2Cc1ccc(Cl)cc1 (centres undefined)	-2%	-6	1%

Rewritten with each value named: entries from further up
> CC(=O)Nc1ccc(CN(C)c2c(C)nc3ccc(C(=O)N4CCN(c5ccccc5)CC4)cn23)cc1
  Vif-A3G inh = -1%
  LDHA block = -3
  GRP78 ERSR act = -3%

> O=C(NCc1ccco1)c1ccc(-c2ccc3nccn3c2)cc1
  Vif-A3G inh = -3%
  LDHA block = -4
  GRP78 ERSR act = -6%

Part of the list above, with values under each structure:
Values run as follows: Vif-A3G inh | LDHA block | GRP78 ERSR act
> CC1(C(=O)NS(=O)(=O)c2ccccc2Cl)CCN1C(=O)CC1CCCC1 (centres undefined)
    0% | 2 | -5%
> O=C(/C=C/[C@H]1O[C@@H](n2ccc(=O)[nH]c2=O)[C@H](O)[C@@H]1O)N1CCN(CCc2ccccc2)CC1
    1% | -9 | 1%
> CCCNC(=O)C1(C)CCCN(C(=O)c2cc3ccccc3s2)C1 (centres undefined)
    -3% | -10 | -2%
> CCOc1ccc(Cl)cc1-c1cc(C(=O)NC(C)C)[nH]n1
    -5% | -3 | 2%
> Cc1ccc(F)c(S(=O)(=O)NC(=O)C2(C)CCN2C(=O)C2(c3ccc(Cl)cc3)CCC2)c1 (centres undefined)
    -14% | -5 | 12%
> CC(O)(c1cccnc1)c1nc(-c2cc(F)cc(F)c2)cs1 (centres undefined)
    4% | 0 | -3%
> COc1ccc(-c2csc(C(O)c3ccc(F)c(OC)c3)n2)cn1 (centres undefined)
    0% | -6 | 2%
> O=C(NCc1ccc(F)cc1)c1cc(C2CCCN(C(=O)CCCc3ccccc3)C2)on1 (centres undefined)
    2% | -5 | 0%
> Oc1ccc(C[C@H]2CN([C@@H](Cc3ccc(O)cc3)CN3CCC[C@@H]3CN3C(=S)NC[C@@H]3Cc3ccccc3)C(=S)N2CCc2ccccc2)cc1
    -8% | -7 | 2%
> CN(C)c1ccc(CC(=O)N2CCCC(c3cc(C(=O)Nc4ccc(C(C)(C)C)cc4)no3)C2)cc1 (centres undefined)
    -4% | -3 | -5%
> CC(C)NC(=O)C1(C)CCCN1C(=O)c1cc(C#N)cs1 (centres undefined)
    2% | -7 | -2%
> CC(O)(c1cccnc1)c1nc(-c2ccc(F)c(Cl)c2)cs1 (centres undefined)
    -5% | -5 | -2%
> O=C(NC(c1ccccc1)c1cnccn1)C1CCN(CCOc2ccc(Cl)cc2Cl)CC1 (centres undefined)
    -16% | -3 | -4%
> COc1ccccc1CNc1nc(Oc2cccc(F)c2)c2sccc2n1
    -3% | -3 | -3%
> Cc1cc(NC(=O)CS(=O)(=O)c2cn(Cc3cccc(C(F)(F)F)c3)c3ccccc23)no1
    0% | -4 | -4%
> CCc1nc2c(OCc3ccccc3)cccn2c1N(C)C(=O)c1ccco1
    -7% | -1 | -1%
> CS(=O)(=O)Nc1ccccc1-c1ccc2nccn2c1
    -1% | 2 | -5%
> CCCCC(=O)N(C)c1c(CC)nc2c(OCCC3CCCCC3)cccn12
    -3% | -3 | 9%
> COc1cc(F)ccc1-c1cc(C(=O)Nc2ccc(C)c(NS(C)(=O)=O)c2)[nH]n1
    -9% | -7 | -7%
> CCNC(=O)Nc1ccc2c(c1)c(=O)n(C)n2Cc1ccc(Cl)cc1
    -2% | 4 | 1%
> COc1ccc(-c2nc3cc(C)c(Br)c(C)n3c2CC(C)(C)C)cc1OC
    1% | -3 | -4%
> C(=C\c1ccccc1)/CN1CCN(C(c2ccnc3ccccc23)c2nnnn2C2CCCCC2)CC1 (centres undefined)
    -4% | -4 | -2%

Continued.
SMILES	Vif-A3G inh	LDHA block	GRP78 ERSR act
CCc1nc2ccc(C(=O)Nc3cc(-c4ccccc4)ccc3OC)cn2c1N(C)CCCc1ccccc1	-2%	-7	-4%
COc1ccc(NC(=O)C2Cc3c(-c4ccncc4)ccnc3O2)cc1OC (centres undefined)	-1%	-8	-1%
O=S1(=O)CC(N2CCC(Cc3ccccc3)CC2)CN1CCc1ccccc1 (centres undefined)	-4%	-2	-2%
CC(C)CNC(=O)C1(C)CCCN1C(=O)c1ccc2c(c1)CCO2 (centres undefined)	3%	-6	-2%
CC(C)CNC(=O)c1[nH]c(C(F)(F)F)nc1-c1ccccc1	1%	0	-6%
CC1(Cc2ccccc2C#N)C(=O)Nc2ccc(-c3ccccc3)cc21 (centres undefined)	-9%	-3	-3%
Cn1c(=O)c2cc(NC(=O)Cc3cccc4ccccc34)ccc2n1-c1ccccc1	?	2	-2%
O=C(NCc1ccccc1F)Nc1nnc([C@@H]2C[C@H](O)[C@@H](CO)O2)s1	-3%	-9	-1%
CC(C)NC(=O)c1cccc2c(-c3ccc(F)c(F)c3)coc12	-3%	-1	4%
COC(=O)c1cc(=O)nc(NN=C2c3ccccc3-c3ccccc32)s1	2%	-3	-3%
CCOC(=O)C1(C)CCN1C(=O)c1ccccc1OC (centres undefined)	0%	-5	-1%
O=C(OCc1ccccc1)N1CCC2CC1c1cc(N3CCN(S(=O)(=O)c4cccc5ccccc45)CC3)ccc12 (centres undefined)	-5%	0	-2%
CC1(C(=O)NCc2cccs2)CCN1CCc1ccccc1 (centres undefined)	-1%	2	-2%
Cc1cnc(C)c(Nc2nc(C(N)Cc3ccc(C(F)(F)F)cc3)cs2)n1 (centres undefined)	-3%	-7	-14%
COc1ccc(-c2nc3ccc(Cl)cn3c2Cc2ccccc2C(F)(F)F)cc1OC	-17%	3	1%
C=CCNc1nc2cc(-c3cccc(Cl)c3)sc2c(=O)n1C	?	-11	4%
NC(COCc1ccccc1)c1csc(Nc2ccc(C(=O)c3ccccc3)cc2)n1 (centres undefined)	-4%	-5	-6%
O=C(NC1CCCCC1)C(c1ccnc2ccccc12)N1CCOCC1 (centres undefined)	1%	-3	5%
COc1cccc(CN2CCC2(C)C(=O)NCCc2ccccn2)c1OC (centres undefined)	0%	-7	-2%
CC1(C(=O)Nc2ccc3c(c2)OCO3)CCN1C(=O)c1ccco1 (centres undefined)	0%	2	0%
COCCNC(=O)C1CCCN(C(=O)c2cncc(Br)c2)CC1 (centres undefined)	-3%	-9	-6%
CCc1nc2ccc(C(=O)Nc3cc(-c4ccccc4)ccc3OC)cn2c1N(CC)Cc1cccc(Br)c1	-2%	-7	-5%
CC(C)Nc1ncnc2c1ncn2[C@H]1CN(Cc2cccs2)C[C@@H](CO)O1	-2%	1	-2%
O=C(NCc1ccccc1)c1cc(C2COCCN2S(=O)(=O)c2cccs2)on1 (centres undefined)	-4%	-15	-1%
O=C(Nc1ccc2c(c1)OCO2)C1Cc2c(-c3ccc4c(c3)OCO4)ccnc2O1 (centres undefined)	?	-1	-1%
CCCS(=O)(=O)NC(=O)C1(C)CCN(C(=O)c2cncc(Br)c2)C1 (centres undefined)	-3%	-3	-1%
CC(C)C[C@H]1CN([C@@H](CC(C)C)CN2CCC[C@@H]2CN2C(=S)NC[C@@H]2Cc2ccc(O)cc2)C(=S)N1CCc1ccccc1	-1%	-11	-3%
N#Cc1ccc(S(=O)(=O)N2CCCCC2c2cc(C(=O)NCc3ccccc3)no2)cc1 (centres undefined)	-5%	1	-1%
CC(=O)c1cccc(-c2ccnc3c2CC(C(=O)NC(C)C)O3)c1 (centres undefined)	-2%	-11	0%

Not all compounds are listed (hit frequency here may not be typical).
